LYPLA2 inh = LYPLA2 (human) inhibition in PME1 counter-screen | recombinant LYPLA2, FP-Rh probe fluorescence polarization | AID 2177 | 0.38% of 320,000 active | inhibition, % at 5.9 µM;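 active = inhibition above the screen-wide mean plus 3 SD, limit set per campaign, cut at about 26% in these data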;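 also: 0% = LYPLA2 with DMSO and 100% = wells lacking LYPLA2 enzyme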
Target sequence (O95372 whole entry, looked up): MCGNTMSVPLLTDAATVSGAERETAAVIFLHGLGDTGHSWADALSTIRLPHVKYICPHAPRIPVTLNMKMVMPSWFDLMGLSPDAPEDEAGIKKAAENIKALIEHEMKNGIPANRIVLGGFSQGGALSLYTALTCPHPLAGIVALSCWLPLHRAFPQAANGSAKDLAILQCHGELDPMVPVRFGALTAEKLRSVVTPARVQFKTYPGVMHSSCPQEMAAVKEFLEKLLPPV
pPAFAH inh = pPAFAH (human) enzyme inhibition; Q13093; recombinant pPAFAH, FP-rhodamine probe fluorescence polarization; inhibition, % at 3.39 µM; 1.5% of 330,000 active; AID 463082;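 active = inhibition above the mean inhibition across the screen plus 3 SD, cut at about 25% in these data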;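 also: inhibitors block binding of the rhodamine activity-based probe so polarization drops; 0% = enzyme with DMSO and 100% = wells lacking pPAFAH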
Target sequence (Q13093 whole entry, looked up): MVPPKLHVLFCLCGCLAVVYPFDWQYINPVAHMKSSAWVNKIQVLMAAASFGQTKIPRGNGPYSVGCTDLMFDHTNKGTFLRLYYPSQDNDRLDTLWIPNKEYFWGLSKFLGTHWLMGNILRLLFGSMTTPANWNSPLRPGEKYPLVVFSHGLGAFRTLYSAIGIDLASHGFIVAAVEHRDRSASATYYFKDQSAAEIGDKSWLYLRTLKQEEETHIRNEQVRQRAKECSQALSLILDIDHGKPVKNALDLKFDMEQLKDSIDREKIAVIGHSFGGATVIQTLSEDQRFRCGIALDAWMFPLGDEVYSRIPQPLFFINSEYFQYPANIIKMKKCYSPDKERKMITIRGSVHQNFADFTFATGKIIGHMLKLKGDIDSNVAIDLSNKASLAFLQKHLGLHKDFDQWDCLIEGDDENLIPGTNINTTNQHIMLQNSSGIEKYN
PAD4 FP inh = PAD4 (human) enzyme inhibition; recombinant PAD4, RCA probe fluorescence polarization; inhibition, % at 6.36 µM; Q9UM07; 0.41% of 330,000 active;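 active = percent inhibition above a cutoff equal to the mean of all tested compounds plus 3 SD, cut at about 15% in these data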;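 also: 0% = PAD4 with RCA probe and DMSO and 100% = probe without PAD4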
LYPLA1 counter = counter-screen for PME1 inhibitors: inhibitors of human LYPLA1. O75608. recombinant LYPLA1, FP-Rh probe fluorescence polarization. inhibition, % at 5.9 µM. 0.16% of 320,000 active. AID 2174;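 active = inhibition above the mean of all tested compounds plus 3 SD, set per campaign, cut at about 14% in these data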;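 also: inhibitors block serine hydrolase probe labeling of LYPLA1 so polarization falls; 0% = enzyme with DMSO and 100% = wells lacking LYPLA1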
PAFAH1B2 FP inh = inhibitors of human PAFAH1B2; P68402; recombinant PAFAH1B2, FP-rhodamine activity probe, fluorescence polarization; inhibition, % at 3.39 µM; 1.2% of 340,000 active; AID 492953;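 active = inhibition above the mean of all tested compounds plus 3 SD, cut at about 24% in these data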;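 also: 0% = enzyme with DMSO and 100% = wells lacking PAFAH1B2; many of its hits are not listed in these tables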
PME-1 inh = blocks human protein phosphatase methylesterase 1; Q9Y570; recombinant PME-1, FP-Rh probe fluorescence polarization; inhibition, % at 5.9 µM; 0.53% of 320,000 active; AID 2130;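 active = inhibition above the campaign mean of all compounds plus 3 SD, cut at about 26% in these data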;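 also: competitive labeling of PME-1 active site by serine hydrolase directed probe; 0% = PME-1 with DMSO and 100% = wells lacking PME-1 enzyme; inhibitors block probe labeling so polarization falls and inhibition rises; many of its hits are not listed in these tables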
PAFAH1B3 FP inh = PAFAH1B3 (human) inhibition; inhibition, % at 3.39 µM; AID 492972; recombinant PAFAH1B3, FP-rhodamine probe, fluorescence polarization; 0.28% of 340,000 active;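 active = inhibition above the screen-wide average of all tested compounds plus 3 SD, cut at about 25% in these data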;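 also: 0% = enzyme with DMSO only and 100% = wells lacking PAFAH1B3 protein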
PAFAH2 FP inh = inhibitors of human PAFAH2 | 0.99% of 340,000 active | inhibition, % at 3.39 µM | AID 492956 | recombinant PAFAH2, FP-rhodamine activity probe, fluorescence polarization | Q99487;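 active = inhibition above the mean over all tested compounds plus 3 SD, cut at about 30% in these data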;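 also: inhibitors block probe labeling of enzyme so polarization drops; 0% = enzyme with DMSO and 100% = wells lacking PAFAH2 protein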
GSTO1 counter = counter-screen for RBBP9 inhibitors: inhibitors of human GSTO1; recombinant GSTO1, activity-based probe fluorescence polarization; P78417; 1.1% of 300,000 active; inhibition, % at 5.96 µM;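 active = inhibition above the campaign mean inhibition plus 3 SD, cut at about 35% in these data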;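 also: 0% = GSTO1-1 with DMSO and 100% = wells lacking GSTO1-1 enzyme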
Target sequence (P78417 whole entry, looked up): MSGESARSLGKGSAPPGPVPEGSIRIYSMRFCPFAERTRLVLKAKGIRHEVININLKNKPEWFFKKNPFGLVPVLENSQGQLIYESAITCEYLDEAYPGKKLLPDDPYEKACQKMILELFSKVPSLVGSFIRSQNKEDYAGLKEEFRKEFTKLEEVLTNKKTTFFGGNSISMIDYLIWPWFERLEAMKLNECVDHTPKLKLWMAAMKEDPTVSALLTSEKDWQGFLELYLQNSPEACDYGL
The depositor's hits bear a star; x = no result given.

SMILES	LYPLA2 inh	pPAFAH inh	PAD4 FP inh	LYPLA1 counter	PAFAH1B2 FP inh	PME-1 inh	PAFAH1B3 FP inh	PAFAH2 FP inh	GSTO1 counter
COC(=O)c1ccc(CSc2nnnn2-c2ccc(C)cc2C)o1	-1	0	4	0	3	1	0	-2	-1
COc1cc(S(=O)(=O)n2nc(C)cc2C)c(OC)cc1Cl	-1	2	-3	-1	-6	6	7	-2	-1
O=S(=O)(NCCCc1ccccc1)c1ccc(Cl)cc1	4	16	0	1	26*	-10	1	8	2
Cc1cc(-c2n[nH]c(=S)n2CC(C)C)cs1	5	1	-3	-1	10	0	5	-8	5
COc1ccc(-n2c(CNC(=O)c3cccs3)n[nH]c2=S)cc1	4	3	-1	1	4	3	2	2	-3
CC(C)CNC(=S)Nc1ccc(Oc2ccccc2)cc1	1	-1	-5	-2	2	-3	-3	-5	1
O=C(CSc1nnc(NC(=O)c2ccccc2F)s1)Nc1ccccc1F	7	-2	-5	0	5	-4	4	8	-3
CCOc1ccc(Cl)cc1S(=O)(=O)N1CCN(c2ccc(C)c(C)c2)CC1	12	0	-5	3	3	2	2	1	2
COc1cc(C(=S)N2CCOCC2)ccc1OC(=O)c1ccc([N+](=O)[O-])cc1[N+](=O)[O-]	3	-1	-2	1	4	3	13	1	1
COc1ccc(-c2nc(CN3CCN(Cc4cccc(F)c4)CC3)c(C)o2)cc1	-1	7	3	-4	-3	1	4	7	1
COCCN(C(=S)Nc1c(C)cccc1C)C(C)c1ccco1 (stereo not given)	-2	6	1	-3	-4	0	3	5	5
CC(C)NCC(O)COC1C2CC3CC(C2)CC1C3 (stereo not given)	-3	0	-2	1	4	-3	6	-7	11
COC(=O)c1cc(-c2ccc(Br)cc2)n[nH]1	4	11	0	-5	4	3	5	-5	-2
COc1cc(OC)cc(C(=O)NCC(=O)OCC(=O)NC(C)CCc2ccccc2)c1 (stereo not given)	x	6	-3	x	8	x	13	-1	x
CCN(C(=O)COC(=O)CCc1c[nH]c2ccccc12)c1c(N)n(Cc2ccccc2)c(=O)[nH]c1=O	-4	4	-4	-3	-1	-6	-5	-6	12
O=C(NC1CCCc2ccccc21)c1ccc2c(c1)OCO2 (stereo not given)	9	2	-1	1	-1	-7	3	-2	-3
CCCN(CCC)CCCNc1ccc2nnc(-c3ccc(F)cc3)n2n1	1	-4	2	1	5	1	-5	-1	6
CSc1ccccc1C(=O)N1CCCC(CCC(=O)NCc2ccc(F)c(F)c2)C1 (stereo not given)	7	6	-3	3	2	23	-1	-2	6
O=c1c2cnn(-c3ccc(F)cc3)c2ncn1Cc1cccnc1	-3	-2	-3	1	-4	-1	0	1	0
Cc1ccc(-c2c(C(=O)N/N=C/c3ccco3)nnn2-c2nonc2N)cc1	5	1	0	-3	3	3	-4	-2	7
CCn1c(=O)c(C(=O)CN2c3ccccc3CC2C)c(N)n(Cc2ccccc2)c1=O (stereo not given)	-2	-1	-4	-7	-2	0	1	-9	-2
CN(C)C(=O)COC(=O)c1ccc(S(=O)(=O)NCc2ccco2)cc1	-1	1	-3	0	-1	-2	1	10	4
N#Cc1ccccc1NC(=O)CNc1ccc(Cl)c(C(F)(F)F)c1	-1	2	-5	-3	-3	-1	14	-5	-2
COC(=O)c1cc(NC(=O)CC2C(=O)NCCN2C(=O)c2ccccc2)cc(C(=O)OC)c1 (stereo not given)	-3	3	16*	-6	-2	-6	7	12	5
COc1cccc(C(=O)O/N=C(\N)c2ccncc2)c1	3	7	1	-2	-4	-1	2	0	1
O=[N+]([O-])c1ccc(C2=Nn3cnnc3SC2)cc1	4	-1	0	0	x	-1	x	x	-7
COc1ccc(C(=O)NCCCN(C)CCCNC(=O)c2ccc(OC)cc2)cc1	1	1	-5	-2	9	-4	0	-4	10
COc1ccccc1NCc1nnc(SCC(=O)N/N=C/c2ccco2)n1-c1ccc(Cl)cc1Cl	-5	-1	0	-1	-2	5	2	3	2
O=C1NCCC/C1=N/Nc1ccc(F)cc1	1	3	2	2	x	-1	x	x	8
CCN(CC)c1ccc(NC(=S)NC(=O)c2cccs2)cc1	1	10	1	-1	6	9	9	9	13
C=CCNC(=O)/C(C#N)=C/c1c(N2CC(C)OC(C)C2)nc2ccccn2c1=O (stereo not given)	-1	4	-3	0	5	4	2	-4	2
O=C(CSc1c(F)c(F)cc(F)c1F)Nc1ccc(C2SCCS2)cc1	132*	90*	0	105*	-3	145*	8	7	2
CN(CCNC(=O)C1CC(=O)N(C2CCCC2)C1)Cc1ccccc1 (stereo not given)	-1	6	-4	4	3	-5	6	-2	4
Cc1cccc(NC(=O)c2sc3nc(N)c(C#N)cc3c2N)c1	2	3	-1	-8	5	14	7	6	3
C=C(C)C1CC=C(C)/C(=N/NC(=O)CCC(=O)Nc2ccccc2Cl)C1 (stereo not given)	-6	-2	4	-2	5	-12	-10	-3	15
COc1ccc(C(=O)c2ccccc2)cc1	3	4	-3	3	-3	9	3	3	5
O=C(CC1SC(=NCCc2ccccc2)N(/N=C/c2cccs2)C1=O)Nc1ccc(Cl)cc1 (stereo not given)	-59	-21	1	-23	-5	-25	-9	-19	-6
Cc1n[nH]c(=O)c2c(NC(=O)CSc3c(Cl)cccc3Cl)oc(C)c12	5	4	-2	2	4	5	10	17	6
COc1ccc(NC(=O)CN(C)C(=O)CN2C(=O)NC3(CCCC3)C2=O)cc1	2	1	-1	-4	-2	-5	8	1	8
COc1cccc(NC(=S)N(Cc2ccc(C(=O)O)cc2)Cc2ccc(OC)c(OC)c2)c1	2	4	1	0	-2	4	2	-4	12
Cc1ccccc1-n1nc2c(c1NC(=O)CC(C)C)CS(=O)C2 (stereo not given)	5	1	1	5	4	2	5	9	1
Cc1sc2ncn(CC(=O)Nc3cccc(S(N)(=O)=O)c3)c(=O)c2c1-c1ccccc1	0	2	1	-1	1	1	5	-4	4
COc1cc2c(cc1OC)-c1cc(N3CCc4ccccc43)nc(=O)n1CC2	0	-1	3	-8	3	10	2	53*	4
CCCCCCC1CCC(C(=O)NC(CCSC)C(=O)NC(C(=O)OC)C(C)C)CC1 (stereo not given)	-1	6	5	-3	0	-3	2	4	-5
CCCCn1nc2cc(C(=O)NCc3ccc(OC)cc3)ccc2c1OCC	-1	0	-1	-2	1	1	-2	-1	5
Cc1ccc([N+](=O)[O-])cc1Nc1nc(N2CCCC2)nc(N2CCCC2)n1	-6	-5	-6	-5	-3	-6	1	3	8
CC(CNC(=O)C1CCCN(S(=O)(=O)N2CCOCC2)C1)c1ccccc1 (stereo not given)	8	3	-5	2	4	-6	-1	3	-1
CCNC(=S)N/N=C/c1sc(N2CCCCC2)nc1-c1cccs1	3	13	-3	6	2	1	9	7	5
O=C(NC(CC1CCCCC1)C(=O)O)c1ccccc1 (stereo not given)	-4	-6	0	2	0	-7	7	6	x
NC(N)=NC(=O)c1nc(Cl)c(N2CCCCCC2)nc1N	4	2	-2	4	-6	11	-7	0	2
O=S(=O)(NCc1ccco1)N1CCCCCC1	4	0	-4	-3	5	-3	9	3	-1
Cc1cc(Cl)ccc1C1=CC(=O)C[C@H](c2ccc(F)cc2)C1	-2	4	0	0	4	1	-4	-4	x
COc1ccc(CCN(C)C(=O)C2CCN(Cc3cccc(OC)c3OC)CC2)cc1OC	2	1	-5	3	2	3	1	0	0
COc1cccc(C(=O)N2CCN(C(=O)C3COc4ccccc4O3)CC2)c1 (stereo not given)	17	3	2	6	2	7	6	3	-3
Cc1ccc(S(=O)(=O)Nc2cccc(C(=O)NCC(c3ccccc3)N(C)C)c2)cc1F (stereo not given)	4	7	-1	1	-1	8	1	4	-8
CNC(=O)COc1coc(CN2CCN(c3ccccc3F)CC2)cc1=O	3	4	3	2	4	-1	8	3	12
Cc1cccc(-n2ncc3c(N4CCC5(CC4)OCCO5)ncnc32)c1	-3	-5	0	2	0	-4	0	8	3
COCc1nnc(NS(=O)(=O)c2ccc([N+](=O)[O-])cc2)s1	4	-1	-1	-2	5	-15	2	-2	1
C/C(=N\NC(=O)COc1ccccc1F)c1cc2ccccc2o1	1	9	-3	0	2	0	3	3	-3
CN(c1ccccc1)S(=O)(=O)c1nnc(NC(=O)C2CCCCC2)s1	11	1	-2	-1	7	-15	0	0	-5
The list goes on.
SMILES	LYPLA2 inh	pPAFAH inh	PAD4 FP inh	LYPLA1 counter	PAFAH1B2 FP inh	PME-1 inh	PAFAH1B3 FP inh	PAFAH2 FP inh	GSTO1 counter
CC1Sc2ccccc2N(CC(=O)N(C(C)C)C(C)C)C1=O (stereo not given)	-5	-6	0	-2	0	-6	-4	-10	1
COc1ccc(Cl)cc1NC(=S)NCc1ccccn1	-1	2	1	-1	0	-3	-2	1	-3
CCOc1ccccc1NC(=O)Cc1cccs1	0	18	-3	-1	-1	-4	-4	11	6
CN1CC(c2ccccc2)C2(SC(=S)N(Cc3ccco3)C2=O)C12C(=O)Nc1ccccc12 (stereo not given)	-9	0	-1	-6	-1	-16	-6	-7	3
COc1ccccc1N=c1sc2ccccc2n1C	-3	5	-8	-1	3	1	10	6	4
CN1CCN(CCc2cn3ncc(C#N)c3nc2-c2ccc(F)cc2)CC1	-3	2	-4	-2	2	1	-8	-1	-1
COc1ccccc1CNC(=O)CSc1ccc(-c2ccncc2)nn1	-4	-6	-8	-2	1	-3	1	-5	8
CC(C)NC(=O)c1n[nH]c(=O)c2ccccc12	1	1	-3	2	-3	2	1	-7	5
O=C(Nc1ccc(-n2cccn2)cc1)C1CCN(Cc2ccccn2)CC1	6	1	1	-1	3	1	1	1	-4
COc1cccc(CNC(=O)CCS(=O)(=O)c2ccc3c(c2)NC(=O)CO3)c1	-12	-3	0	-5	-3	7	1	-3	2
COC(=O)Cn1nc(-c2ccccc2)n(-c2ccccc2)c1=S	-4	3	0	0	15	-4	7	-3	3
O=C(Nc1ccc(Nc2ccccc2)cc1)c1ccc(Cl)cc1	-8	5	1	-7	6	2	9	11	2
CCC(C)NC(=O)C1CCCCN1S(=O)(=O)c1ccc(F)cc1 (stereo not given)	5	0	4	-2	-6	1	5	-9	7
CCC(=O)Nc1nnc(CSCc2ccccc2)s1	-6	9	2	-2	4	-1	-1	8	-2
COc1ccc(C(=O)O)cc1S(=O)(=O)N1CCN(c2ccccn2)CC1	-4	3	3	2	2	-5	4	3	13
COc1ccc(C(=O)COC(=O)CCc2ccccc2)cc1	1	9	1	-2	4	-3	7	-1	2
Cc1ccc(Nc2nc(CSc3nnc(-c4ccncc4)n3C)cs2)cc1	0	14	-3	-1	-3	-1	0	1	2
CN(C)S(=O)(=O)NCCNC(=O)c1cc(OCC(F)(F)F)ccc1OCC(F)(F)F	2	2	-7	-8	-3	-1	-2	-2	-2
CCOC(=O)c1cc(-c2csc(N/N=C/c3ccccc3Cl)n2)on1	2	5	6	0	2	-1	-9	-4	3
COc1ccc(N2CCN(C(=O)C3Cc4ccccc4CN3C(=O)c3ccccc3)CC2)cc1 (stereo not given)	-9	4	-2	2	4	0	0	3	-3
CC(C)(C)c1ccc(C(=O)N2CCN(c3ncccn3)CC2)cc1	6	9	0	0	2	2	-3	6	6

Screening results from PubChem.

An excerpt; count on the stated rates, not on these rows.
